hcDAF12 agonist: activates DAF-12 receptor from parasite H. contortus | HEK293 hcDAF-12 lit1-tk-luc reporter, luminescence; 0% DMSO, 100% Δ7-dafachronic acid | activation, % at 6.8 µM | 370,000 tested, 1.4% active | AID 652067;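 active means activation above the mean of all tested compounds plus 3 SD, cut at about 5.5% in these data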;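 further: 100% = response to 3 µM Δ7-dafachronic acid high control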
PLC-beta3 inh: inhibitors of human phospholipase C beta3; Q01970; Purified PLC-beta3, fluorogenic substrate, fluorescence; inhibition, % at 12.2 µM; 370,000 tested, 0.18% active; in the data active means inhibition above about 11%;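 further: 0% = median of compound wells on plate and 100% = full blocker control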
DAX1 inh-1: NR0B1 (DAX1) inhibition; P51843; HEK293 Gal4-DAX1 luciferase reporter, luminescence; inhibition, % at 6.75 µM; 340,000 tested, 0.99% active; AID 504766;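 active means inhibition above the mean over all tested compounds plus 3 SD, cut at about 4.2% in these data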;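 further: 0% = DAX1-transfected cells with DMSO and 100% = empty-vector control cells with DMSO; inhibition shows as a rise in luminescence from relieved DAX1 repression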
ssDAF-12 act: activators of S. stercoralis DAF-12 nuclear receptor | HEK293 ssDAF-12/GRIP1 lit1-tk-luc reporter, luminescence; % of 3 µM dafachronic acid response | activation, % at 6.8 µM | 370,000 tested, 1% active;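 active means activation above the mean over all tested compounds plus 3 SD, cut at about 0.9% in these data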;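 further: 0% = DMSO-only wells and 100% = 3 µM delta7-dafachronic acid wells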
ADAM10 inh: inhibitors of human ADAM10; recombinant ADAM10, EDANS/DABCYL FRET peptide cleavage, 3 h; inhibition, % at 7 µM; O14672; AID 720582; 370,000 tested, 0.62% active;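 active means inhibition above a per-campaign cutoff equal to the mean of compounds falling between control-based bounds plus 3 SD, cut at about 20% in these data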;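 further: 0% = DMSO wells while the 100% control is not disclosed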
GAA850 FXN act: activators of GAA850 frataxin (FXN) promoter; activation, % at 6 µM; AID 540364; 360,000 tested, 0.56% active; HEK293 lucGAA850 FXN promoter luciferase reporter, 24 h; percent of 10 µM SAHA response;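 active means activation above the average of all compounds screened plus 3 SD, cutoff fixed separately per campaign, cut at about 7.5% in these data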;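 further: 0% = DMSO wells and 100% = 10 µM SAHA wells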
HGIII-sPLA2 inh: Blocks human group III sPLA2 activity; inhibition, % at 12.2 µM; Q9NZ20; AID 743126; QFRET BODIPY PC-A2 liposome hydrolysis, fluorescence; 370,000 tested, 0.56% active;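 active means inhibition above mean plus 3 SD of compounds lying within the high and low control bounds, cut at about 19% in these data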;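 further: 0% = median of test compound wells and 100% = no enzyme DMSO wells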
DAX1 inh-2: inhibitors of DAX1 repression of SF-1 activated StAR promoter. 370,000 tested, 1.1% active. inhibition, % at 6.8 µM. HEK293T StAR-luciferase reporter, SF-1/DAX-1 repression relief. AID 652010;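 active means inhibition above the mean over all tested compounds plus 3 SD, cut at about 3.6% in these data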;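 further: 0% = DAX-1 cells with DMSO and 100% = cells lacking DAX-1 with DMSO; higher inhibition means more luminescence from relief of DAX-1 repression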
PLCg1 inh: blocks human PLC-gamma1 enzyme activity | 370,000 tested, 0.84% active | inhibition, % at 12.2 µM | purified PLC-gamma1, fluorogenic substrate, fluorescence | AID 720700; in the data active means inhibition above about 9.5%
Target sequence (P19174 whole entry, looked up): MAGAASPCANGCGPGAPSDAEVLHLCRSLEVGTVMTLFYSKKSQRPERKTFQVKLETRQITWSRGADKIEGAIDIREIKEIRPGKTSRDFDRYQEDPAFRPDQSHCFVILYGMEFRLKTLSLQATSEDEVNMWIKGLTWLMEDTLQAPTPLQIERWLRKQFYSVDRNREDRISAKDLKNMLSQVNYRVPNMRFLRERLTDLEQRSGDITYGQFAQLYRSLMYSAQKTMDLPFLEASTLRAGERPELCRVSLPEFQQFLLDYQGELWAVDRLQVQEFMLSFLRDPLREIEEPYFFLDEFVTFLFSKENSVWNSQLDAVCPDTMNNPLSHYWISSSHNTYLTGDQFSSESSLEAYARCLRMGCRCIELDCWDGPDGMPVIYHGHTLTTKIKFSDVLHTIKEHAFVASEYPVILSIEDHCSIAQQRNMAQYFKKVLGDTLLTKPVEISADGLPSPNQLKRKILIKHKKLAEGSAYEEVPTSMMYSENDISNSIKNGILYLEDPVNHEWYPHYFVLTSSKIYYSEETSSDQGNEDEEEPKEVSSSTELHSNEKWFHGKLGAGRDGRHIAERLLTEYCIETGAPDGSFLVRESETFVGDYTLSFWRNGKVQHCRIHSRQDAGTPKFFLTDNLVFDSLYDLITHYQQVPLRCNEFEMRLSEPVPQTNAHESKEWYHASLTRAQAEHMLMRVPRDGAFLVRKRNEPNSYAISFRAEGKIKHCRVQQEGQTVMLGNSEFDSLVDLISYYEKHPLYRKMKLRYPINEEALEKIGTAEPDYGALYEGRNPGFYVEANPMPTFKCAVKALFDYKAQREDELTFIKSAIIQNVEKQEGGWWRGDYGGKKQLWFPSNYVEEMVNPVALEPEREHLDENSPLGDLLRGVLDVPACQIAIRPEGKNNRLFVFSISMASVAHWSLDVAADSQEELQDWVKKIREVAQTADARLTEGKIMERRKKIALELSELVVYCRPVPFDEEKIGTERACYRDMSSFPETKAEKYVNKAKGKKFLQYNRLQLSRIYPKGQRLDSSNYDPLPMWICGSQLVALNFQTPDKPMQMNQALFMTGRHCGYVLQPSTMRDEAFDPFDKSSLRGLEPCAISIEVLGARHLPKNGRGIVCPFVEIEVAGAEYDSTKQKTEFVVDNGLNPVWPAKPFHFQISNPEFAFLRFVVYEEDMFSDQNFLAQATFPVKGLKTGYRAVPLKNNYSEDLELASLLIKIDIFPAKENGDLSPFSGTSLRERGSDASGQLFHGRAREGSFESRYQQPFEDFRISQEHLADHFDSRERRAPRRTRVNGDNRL
hgDAF-12 ag: hgDAF-12 agonism, primary luciferase screen | HEK293 GAL4-hgDAF12 UAS-luciferase reporter, agonist luminescence; normalized to butyrate control | activation, % at 6.8 µM | 370,000 tested, 1.8% active;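 active means activation above a cutoff set at the mean of all screened compounds plus 3 SD, cut at about 10% in these data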;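 further: 0% = DMSO wells and 100% = sodium butyrate wells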
ADAM17 inh: inhibitors of human ADAM17 | 370,000 tested, 0.83% active | P78536 | recombinant ADAM17, EDANS/DABCYL FRET peptide cleavage | inhibition, % at 6.95 µM;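 active means inhibition above the mean of compounds lying between control limits plus 3 SD, set per campaign, cut at about 8.5% in these data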;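 further: 0% = DMSO-only wells as the low control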
* marks the source's active call; other numbers are inactive results; i = inactive; . = not tested or not shown. The order is random; any-hit rate near 6.9%.

SMILES	hcDAF12 agonist	PLC-beta3 inh	DAX1 inh-1	ssDAF-12 act	ADAM10 inh	GAA850 FXN act	HGIII-sPLA2 inh	DAX1 inh-2	PLCg1 inh	hgDAF-12 ag	ADAM17 inh
CCOC(=O)c1sc(NC(=O)CSc2ncccn2)c(C#N)c1C	0.1	-3	-0.9	-1.4	-6	1.3	6	0.4	0	1.0	-3
O=C(NCCCSc1ccccc1)c1cnc(Cl)c(Cl)c1	-0.7	0	3.2	-0.3	6	0.8	-2	-0.3	-1	2.2	-2
O=C1CC(C(=O)N2CCCc3ccccc32)CN1c1ccc(F)cc1 (stereo not given)	1.6	-4	-0.5	-1.4	-7	-0.8	1	-0.1	-5	-0.8	-2
CCn1c(SCC(=O)N/N=C/C(C)=C\c2ccco2)nnc1-c1ccccc1	-0.9	-3	0.8	-0.3	7	0.4	-4	-0.2	-3	0.3	1
O=S(=O)(c1ccc2ccccc2c1)N(CC(O)COCc1ccco1)c1ccccc1 (stereo not given)	-0.9	-2	-0.3	-1.7	5	-0.1	-25	-0.2	-2	1.5	4
C=CC#CC[N+]1(CC#Cc2ccccc2)CCOCC1	-0.4	-6	0.3	-1.5	-10	-2.2	-69	-0.4	3	-2.2	-6
COC(=O)[C@]12CCCCC=C1N(Cc1ccc(Cl)cc1Cl)C(=O)[C@H](CC(=O)NCc1cccs1)C2	-0.6	1	.	-0.5	4	.	-5	-1.4	3	0.8	4
Cc1cc(C)c2nc3c(c(C(=O)O)c2c1)CCC3	-1.2	-18	0.2	-1.3	-21	0.1	4	0.2	-9	0.9	-8
CCOc1ccc(NC(=O)CCCN2C(=S)NC(C)(C)CC2C)cc1 (stereo not given)	-0.7	0	1.8	-1.5	-10	0.2	17	0.0	-1	-1.7	-6
Cc1cccc2cc(CN(Cc3ccco3)C(=O)Nc3cccc(C#N)c3)c(Cl)nc12	-1.6	7	-1.0	-1.4	29*	0.3	-23	-1.2	11*	-4.9	9.9*
CN(CCCC(=O)N1CCN(c2ncccn2)CC1)S(=O)(=O)c1ccc(F)cc1	-0.9	-2	0.1	-1.4	-4	0.5	-7	-0.5	-4	0.2	-2
Cc1ccc(-n2nnnc2SCC(=O)N(CC(C)C)c2c(N)n(CC(C)C)c(=O)[nH]c2=O)cc1	-0.9	-14	1.2	-1.2	-16	-2.7	6	-0.5	6	2.0	-5

Sorted by heavy-atom count (falling): part of the list above.
SMILES	hcDAF12 agonist	PLC-beta3 inh	DAX1 inh-1	ssDAF-12 act	ADAM10 inh	GAA850 FXN act	HGIII-sPLA2 inh	DAX1 inh-2	PLCg1 inh	hgDAF-12 ag	ADAM17 inh
Cc1ccc(-n2nnnc2SCC(=O)N(CC(C)C)c2c(N)n(CC(C)C)c(=O)[nH]c2=O)cc1	-0.9	-14	1.2	-1.2	-16	-2.7	6	-0.5	6	2.0	-5
CCn1c(SCC(=O)N/N=C/C(C)=C\c2ccco2)nnc1-c1ccccc1	-0.9	-3	0.8	-0.3	7	0.4	-4	-0.2	-3	0.3	1
CCOc1ccc(NC(=O)CCCN2C(=S)NC(C)(C)CC2C)cc1 (stereo not given)	-0.7	0	1.8	-1.5	-10	0.2	17	0.0	-1	-1.7	-6

Other results follow:
SMILES	hcDAF12 agonist	PLC-beta3 inh	DAX1 inh-1	ssDAF-12 act	ADAM10 inh	GAA850 FXN act	HGIII-sPLA2 inh	DAX1 inh-2	PLCg1 inh	hgDAF-12 ag	ADAM17 inh
COc1cccc(NC(=O)CCCOc2cc(=O)n(C)c3ccccc23)c1	-1.8	3	1.9	-0.4	-4	-0.9	0	-0.6	-1	-0.4	-1
COc1cc(CC(=O)N2CCN(S(=O)(=O)c3ccc(C)cc3)CC2)cc(OC)c1OC	-0.1	-6	1.4	-1.1	-12	-0.1	8	0.4	3	-1.0	6
CN(CC(=O)N1CC=C(c2ccccc2)CC1)S(=O)(=O)c1cnc[nH]1	-2.2	0	0.3	-0.8	-14	-2.0	-3	0.1	-1	1.4	-5
O=C(Nc1nc(-c2ccccc2)cs1)C1CCCN(S(=O)(=O)c2cccc([N+](=O)[O-])c2)C1 (stereo not given)	-2.0	-1	-1.7	-1.6	-2	-1.6	0	-1.3	-3	-1.0	-2
CN(C)S(=O)(=O)c1ccc(N2CCCC2)c(C(=O)Nc2ccccc2OC(F)F)c1	-2.0	-3	1.3	-0.9	13	-1.9	-2	-0.1	3	-1.6	3
CCOc1ccc(N2CC(C(=O)Nc3cccc(C(=O)NC4CC4)c3)CC2=O)cc1 (stereo not given)	0.2	-4	-0.3	-1.4	-14	-1.3	-1	0.4	3	-0.9	-1
COc1ccc(NS(=O)(=O)c2ccc(N)c(C(=O)O)c2)cc1	0.1	3	0.0	-0.5	8	2.2	-2	0.1	0	-1.1	1
CN(C)S(=O)(=O)c1cccc(NC(=S)NC23CC4CC(CC(C4)C2)C3)c1	-3.4	-1	0.1	-1.2	11	0.9	-3	-0.3	2	-1.2	5
O=C(/C=C(\Nc1ccc(F)cc1)c1ccccc1)c1ccccc1	0.2	-1	.	-0.8	-7	.	1	0.6	-2	11*	-4
CN(C(=O)COC(=O)CNC(=O)C12CC3CC(CC(C3)C1)C2)c1ccccc1	-0.8	-2	1.0	-1.0	-4	-0.5	1	-0.9	-3	6.2	-1
CCc1noc(C)c1C(=O)N(C)CC(=O)Nc1ccccc1C(F)(F)F	-0.4	-4	1.0	-0.8	-3	-1.3	5	0.2	-1	0.1	-4
CC(C)(C)c1ccc(C(=O)c2cn[nH]c2-c2ccccc2O)cc1	5.4	-5	1.6	-1.2	4	4.1	-76	0.7	1	7.6	3
CCn1c(CNC(=O)COc2ccc(C(C)C)cc2)nnc1SCC(=O)Nc1ccccc1	-2.4	0	-1.3	-1.5	-2	-3.0	-14	-0.4	0	0.3	-3
CCc1ccccc1NC(=O)Cn1ccn(-c2ccc(OC)cc2)c(=O)c1=O	-2.1	-7	-0.4	-1.4	-2	0.8	5	-0.7	0	-0.2	-4
CC(C(=O)OCn1nnc2ccccc2c1=O)N1C(=O)c2ccccc2C1=O (stereo not given)	2.5	-2	1.1	0.3	-6	-1.0	0	1.1	-1	3.9	-5
COc1ccc(CNC(=O)CCC(=O)Nc2cccnc2)cc1	-1.7	-5	-1.7	-1.6	-4	-0.8	-6	0.3	0	1.6	-5
Clc1cccc(NCc2cn3cccnc3n2)c1	0.9	0	3.6	-0.6	-5	0.9	2	1.1	1	4.6	-2
COc1cccc(/C(N)=N/OC(=O)Cc2ccccc2[N+](=O)[O-])c1	2.1	-5	4.7*	-0.3	3	1.6	-34	1.0	3	8.4	1
CC(C)(C)C(c1nc2ccccc2[nH]1)n1c(-c2cccc(S(C)(=O)=O)c2)nc2ccccc21 (stereo not given)	2.6	-69	.	-0.1	-125	.	4	16*	-45	16*	-36
Cc1c(Cl)cccc1NC(=S)N1CCN(c2ccccn2)CC1	-0.2	0	-0.7	-0.5	3	-0.1	-1	-0.1	1	-0.1	1
COCNc1nc(OCC#N)nc(N(C)C)n1	2.5	9	1.3	-0.9	7	1.4	9	0.7	9	-0.1	3
O=S(=O)(c1cccc(-c2csc(N/N=C/c3ccco3)n2)c1)N1CCOCC1	-2.5	-21	-2.5	-1.8	6	-0.6	-3	-1.2	-15	-0.3	-3
COc1ccc(OC)c(CN2CCC(N3CCC(C(=O)NC4CC4)CC3)CC2)c1	0.1	-10	-0.5	-0.6	-2	-1.5	6	0.7	1	1.1	-2
Cc1cc(C)cc(NC(=S)NCCSc2ccc(Cl)cc2)c1	-2.2	0	-0.3	-2.0	7	2.9	-7	-0.1	0	-3.3	4
Cn1ncc2c(Nc3cccc(C(=O)O)c3)ncnc21	-1.8	2	-0.5	-0.6	-4	1.3	6	-0.3	-3	0.6	-5
O=C(Nc1ccccc1)N1CCN(S(=O)(=O)c2ccccc2)CC1	1.1	-1	0.5	-1.3	-3	3.0	2	0.9	1	-1.2	-4
N#Cc1nc(-c2ccco2)oc1N1CCC(C(N)=O)CC1	-1.9	-56	0.4	-1.2	i	0.4	1	-0.5	-49	-2.5	-162
COc1cccc(N(CC(=O)NC(C)c2ccccc2)S(C)(=O)=O)c1 (stereo not given)	-1.7	6	-1.0	-0.2	6	-1.0	-1	0.0	0	1.0	-2
Cc1cc(SCC(=O)NC(=O)NCc2ccco2)nc2c(C)cccc12	0.8	-6	0.3	-1.8	7	3.1	-7	1.3	-7	-2.4	4
COc1ccc2c(c1)[C@H]1[C@H](CO2)[C@H](c2ccccc2)[C@]2(C)C(=O)Nc3cc(F)ccc3C(=O)N12	-1.2	-8	2.1	-0.8	13	-6.1	-3	0.9	-7	6.3	10.0*
CC(Sc1nnc(C2CC2)n1C1CC1)C(=O)c1ccc(Br)cc1 (stereo not given)	-0.7	-5	-1.7	-0.6	-1	3.4	2	1.5	1	-0.4	0
CCCCCCCC(=O)NNC(=O)c1c(O)c2ccccc2n(CCC)c1=O	2.2	2	-0.5	-1.3	-3	1.7	3	0.2	1	0.0	1
CCOC(=O)c1cc(-c2ccccc2)nn1Cc1cc(C)no1	-1.3	0	0.0	-1.1	0	4.9	1	0.0	-3	4.8	0
CN1C(=O)C2(OCCCO2)c2ccccc21	-1.1	-1	-0.1	-1.1	-2	0.9	4	0.2	2	1.6	-5
Cn1c(=O)c2c(nc(N3CCOCC3)n2CCc2ccccc2)n(C)c1=O	-2.5	6	2.1	-1.3	-2	0.2	4	0.4	2	1.2	-3
CCN1CCN(c2ccc(NC(=O)c3ccco3)cc2Cl)CC1	0.6	-7	0.8	-0.1	1	3.4	5	0.8	0	6.7	-4

Looked up by compound from above (three):
SMILES	hcDAF12 agonist	PLC-beta3 inh	DAX1 inh-1	ssDAF-12 act	ADAM10 inh	GAA850 FXN act	HGIII-sPLA2 inh	DAX1 inh-2	PLCg1 inh	hgDAF-12 ag	ADAM17 inh
O=C(NCCCSc1ccccc1)c1cnc(Cl)c(Cl)c1	-0.7	0	3.2	-0.3	6	0.8	-2	-0.3	-1	2.2	-2
Cn1c(=O)c2c(nc(N3CCOCC3)n2CCc2ccccc2)n(C)c1=O	-2.5	6	2.1	-1.3	-2	0.2	4	0.4	2	1.2	-3
N#Cc1nc(-c2ccco2)oc1N1CCC(C(N)=O)CC1	-1.9	-56	0.4	-1.2	i	0.4	1	-0.5	-49	-2.5	-162

Further records:
SMILES	hcDAF12 agonist	PLC-beta3 inh	DAX1 inh-1	ssDAF-12 act	ADAM10 inh	GAA850 FXN act	HGIII-sPLA2 inh	DAX1 inh-2	PLCg1 inh	hgDAF-12 ag	ADAM17 inh
O=C(/C=C/c1ccc(Br)o1)OCc1ccccc1	-0.4	2	0.2	-1.3	5	4.1	-5	-0.3	3	-1.0	1
O=C(OCn1nnc2ccccc2c1=O)C1COc2ccccc2O1 (stereo not given)	0.7	1	0.4	0.5	1	0.4	-2	-0.3	3	2.7	-1
Fc1c(F)c(F)c(N/N=C/c2c[nH]c3ccccc23)c(F)c1F	6.3*	-7	0.1	-0.6	1	7.3	12	0.1	-7	-1.8	-5
CCOC(=O)c1ccc(NC(=S)NC(=O)COc2ccccc2)cc1	-7.2	-6	-0.3	-2.6	4	-0.6	10	-2.6	2	-9.8	0
